Screening results as filed in PubChem BioAssay.
CF NFkB block: inhibitors of cystic fibrosis induced NF-kB; KKLEB NF-kB-GFP reporter, PAF-induced, GFP fluorescence overnight; inhibition, % at 5 µM; 0.86% of 360,000 active; AID 588850;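 active = at least 50% inhibition at 5 µM, scaled per plate between neutral and stimulator controls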;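 note: PAF is a Pseudomonas aeruginosa culture filtrate used as stimulus; plate controls were PAF-stimulated DMSO wells for no effect and unstimulated DMSO wells for full effect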
KKLEB cytotox: counter-screen for CF NF-kB inhibitors: cytotoxicity; KKLEB CF airway cells viability, ATPlite luminescence, overnight; active compounds read low; cells stimulated with P. aeruginosa culture filtrate; activity change (cytotoxicity), % at 5 µM; 0.36% of 360,000 active;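 active = corrected activity change at or below -50% at 5 µM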
C8 TRAIL sens: sensitizes caspase-8 expressing cells to TRAIL; 1% of 360,000 active; inhibition (viability loss, TRAIL sensitization), % at 10 µM; NB7+C8 cells + TRAIL, ATPlite viability luminescence;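 active = compounds causing at least 50% loss of cell viability in the single-dose screen, relative to plate controls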
TWEAK-Fn14 inh: inhibitors of TWEAK-Fn14 interaction signaling; AID 1159606; TWEAK-stimulated Fn14 reporter cells, luciferase luminescence, 8 h; inhibition, % at 10 µM; 2% of 360,000 active; in the data active = inhibition above about 50%
NCOA1 inh: inhibitors of human steroid receptor coactivator 1 (SRC1) | HEK293 GAL4-SRC1 luciferase reporter, luminescence | inhibition, % at 3.6 µM | 0.12% of 360,000 active | AID 588354;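 active = inhibition above the campaign mean plus 3 SD, with each screening campaign given its own cutoff, cut at about 60% in these data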;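 note: 0% = DMSO treated cells and 100% = gossypol at 36 µM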
Shn3 3UTR inh: reduces Shn3 3'UTR luciferase signal in osteoblasts; Clone20 osteoblast Shn3 3'UTR firefly luciferase, 24 h; inhibition, % at 12.5 µM; 0.52% of 360,000 active;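 active = mean inhibition of at least 75% with every replicate also reaching 75%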;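 note: 0% = median of neutral control wells and 100% = pilot-screen positive control compound; some compounds past the cut are filed as inactive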
TROY NFkB inh: inhibitors of TROY-dependent NF-kB signaling; Q293 LMP1-TROYcd NF-kB luciferase reporter, 4 h; inhibition, % at 10 µM; 0.98% of 360,000 active;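 active = compounds whose plate-normalised and pattern-corrected inhibition of the luciferase reporter signal at the single screening dose is 50% or more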
SRC3 inh: inhibits human SRC3 coactivator; Q9Y6Q9; HEK293 GAL4-SRC3 luciferase reporter, luminescence; inhibition, % at 3.6 µM; 0.17% of 360,000 active;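 active = inhibition above a per-campaign cutoff, the mean of all compounds plus 3 SD, cut at about 60% in these data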;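 note: 0% = DMSO-treated cells and 100% = gossypol-treated cells at 36 µM; higher means less SRC3-driven luciferase light from the GAL4 reporter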
LRH-1 inv ag: suppresses constitutive activity of human LRH-1; O00482; HEK293T StAR-luciferase reporter, LRH-1 transfected, 24 h; inhibition, % at 3.6 µM; 0.13% of 360,000 active; AID 602396;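 active = inhibition above the mean inhibition of all tested compounds plus 3 SD, cut at about 73% in these data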;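 note: 0% = DMSO wells and 100% = reporter-only cells lacking LRH-1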
Target sequence (O00482 whole entry, looked up): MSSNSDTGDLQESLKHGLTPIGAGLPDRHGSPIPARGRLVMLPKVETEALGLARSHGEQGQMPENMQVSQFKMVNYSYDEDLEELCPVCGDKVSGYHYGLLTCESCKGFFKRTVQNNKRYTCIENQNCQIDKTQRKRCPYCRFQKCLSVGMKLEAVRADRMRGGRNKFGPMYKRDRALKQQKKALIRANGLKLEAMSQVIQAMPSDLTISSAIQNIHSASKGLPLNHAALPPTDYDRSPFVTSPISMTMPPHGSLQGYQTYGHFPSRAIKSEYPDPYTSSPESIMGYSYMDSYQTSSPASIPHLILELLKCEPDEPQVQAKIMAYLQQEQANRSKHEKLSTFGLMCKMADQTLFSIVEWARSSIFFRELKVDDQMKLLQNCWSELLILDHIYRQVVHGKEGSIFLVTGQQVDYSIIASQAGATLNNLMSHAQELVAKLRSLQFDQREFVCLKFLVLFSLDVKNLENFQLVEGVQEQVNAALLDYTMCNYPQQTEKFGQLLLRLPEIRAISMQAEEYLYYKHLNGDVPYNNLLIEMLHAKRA
NR2F2 inh: inhibitors of human COUP-TFII (NR2F2); P24468; HEK293T NGFI-A luciferase reporter, luminescence; inhibition, % at 8.6 µM; 0.7% of 370,000 active; AID 686940;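 active = inhibition above a per-plate cutoff, mean inhibition of test wells between control levels plus 3 SD, cut at about 38% in these data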;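 note: cells cotransfected with COUP-TFII expression vector driving the NGFI-A reporter; 0% = median of COUP-TF2 test wells and 100% = reporter-only cells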
Target sequence (P24468 whole entry, looked up): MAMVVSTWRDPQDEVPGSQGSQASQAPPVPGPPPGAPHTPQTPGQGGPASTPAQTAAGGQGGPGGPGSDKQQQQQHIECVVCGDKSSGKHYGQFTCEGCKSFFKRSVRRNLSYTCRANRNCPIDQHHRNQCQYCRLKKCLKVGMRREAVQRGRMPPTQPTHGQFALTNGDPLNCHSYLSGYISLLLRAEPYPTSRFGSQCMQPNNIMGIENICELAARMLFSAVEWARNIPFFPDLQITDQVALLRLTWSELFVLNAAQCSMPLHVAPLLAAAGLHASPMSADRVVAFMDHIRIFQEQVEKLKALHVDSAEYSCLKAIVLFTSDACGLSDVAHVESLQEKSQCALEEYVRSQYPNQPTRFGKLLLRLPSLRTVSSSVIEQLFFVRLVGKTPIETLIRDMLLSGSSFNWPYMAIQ
LMP1 NFkB inh: inhibitors of Epstein-Barr LMP1-induced NF-kappaB reporter. LMP1-induced NF-kappaB luciferase reporter cells, luminescence. inhibition, % at 12.5 µM. 0.69% of 350,000 active; in the data active = inhibition above about 41%;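 note: 0% = neutral control wells and 100% = reference inhibitor control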
An asterisk follows results filed as active; x = not tested or not shown. An excerpt. The share of hits here may be higher or lower than overall.

SMILES	CF NFkB block	KKLEB cytotox	C8 TRAIL sens	TWEAK-Fn14 inh	NCOA1 inh	Shn3 3UTR inh	TROY NFkB inh	SRC3 inh	LRH-1 inv ag	NR2F2 inh	LMP1 NFkB inh
CCOC(=O)Cc1sc(N)nc1C	-4	-17	-9	3	0	-10	-10	6	13	0	1
CC(=O)c1ccc(S(=O)(=O)NC2CC(=O)N(c3ccc(C)cc3)C2)cc1 (stereo not given)	-8	-12	-15	19	6	-7	12	12	-1	12	6
Cc1ccc(NC(=O)NC2CCN(S(=O)(=O)c3ccc(F)cc3)CC2)cc1	4	8	12	1	6	27	9	8	4	-3	7
O=C(O)c1ccccc1-c1ccccc1C(=O)NCCCO	-2	7	-5	-22	-34	-31	10	5	11	3	2
CCOC(=O)c1sc(NC(=S)NC(=O)c2cccc(Cl)c2)c(C(=O)OCC)c1C	6	-6	2	2	12	4	7	7	14	x	0
O=C(CSc1ncn(-c2ccccc2)n1)Nc1ccc2c(c1)OCO2	-6	4	0	-22	-9	-6	-26	-12	-16	2	-9
O=S(=O)(Nc1ccc(Cc2ccncc2)cc1)c1ccc(Br)cc1	2	-1	5	20	-8	33	32	29	19	16	8
COc1ccc(NC(=O)CS(=O)CC(=O)Nc2cccc3cccnc23)cc1 (stereo not given)	-2	12	-2	9	2	-8	19	-5	21	-9	-5
Cc1nn(Cc2cccc(C(=O)N3N=C(C(F)F)CC3(O)C(F)F)c2)c(C)c1[N+](=O)[O-] (stereo not given)	-9	9	-4	9	3	32	8	1	13	15	-1
CCOc1cc(CO)cc(Br)c1OCC(=O)Nc1ccccc1C	0	-8	-8	-5	1	15	12	17	20	6	4
Cc1cc(-c2nc(C)c(-c3nnc(SCC(=O)Nc4cc(Cl)cc(Cl)c4)n3C)s2)no1	6	-10	19	-28	-7	11	18	-3	2	3	10
COc1ccc(C2/C(=C(/O)c3ccccc3)C(=O)C(=O)N2CCN2CCOCC2)c(OC)c1 (stereo not given)	0	17	-4	3	-7	3	-35	-5	-22	2	5
CCc1[nH]nc2c1C(c1cccnc1)C(C#N)=C(N)O2 (stereo not given)	-8	11	-14	6	3	6	3	7	8	-5	5
O=C1CC(N2CCOCC2)C(=O)N1Cc1ccc(N2CCCC2=O)cc1 (stereo not given)	-5	9	-7	5	-8	1	-1	14	8	-7	3
CCC(=O)Nc1ccc(C(=O)Nc2cccc(C)n2)cc1	4	-11	19	11	-106	-72	-56	-68	-115	-44	-24
COc1cccc(NC(=O)N2CCCC2C(=O)NCc2ccc(Cl)cc2)c1 (stereo not given)	-3	-9	8	9	11	8	-7	7	-2	1	-13
COc1ccc(Cl)cc1NC(=O)CN(C)C(=O)c1cccc2cccnc12	9	15	-6	-14	-1	12	23	1	-14	4	-10
Cc1ccc2nc(C)/c(=N\O)c(C)nc2c1	0	-12	1	19	-79	-46	36	-103	-138	-25	-39
CC(C)c1ccccc1OCCCCN1CCCCC1	-5	-4	-3	0	-2	6	0	7	12	3	0
COc1ccc(S(=O)(=O)NCc2cccnc2)c2ccccc12	4	6	7	8	5	-3	1	19	5	0	-6

12 entries out of the list, sorted by number of heavy atoms, low to high:
SMILES	CF NFkB block	KKLEB cytotox	C8 TRAIL sens	TWEAK-Fn14 inh	NCOA1 inh	Shn3 3UTR inh	TROY NFkB inh	SRC3 inh	LRH-1 inv ag	NR2F2 inh	LMP1 NFkB inh
Cc1ccc2nc(C)/c(=N\O)c(C)nc2c1	0	-12	1	19	-79	-46	36	-103	-138	-25	-39
CCc1[nH]nc2c1C(c1cccnc1)C(C#N)=C(N)O2 (stereo not given)	-8	11	-14	6	3	6	3	7	8	-5	5
CCC(=O)Nc1ccc(C(=O)Nc2cccc(C)n2)cc1	4	-11	19	11	-106	-72	-56	-68	-115	-44	-24
COc1ccc(S(=O)(=O)NCc2cccnc2)c2ccccc12	4	6	7	8	5	-3	1	19	5	0	-6
O=S(=O)(Nc1ccc(Cc2ccncc2)cc1)c1ccc(Br)cc1	2	-1	5	20	-8	33	32	29	19	16	8
O=C(CSc1ncn(-c2ccccc2)n1)Nc1ccc2c(c1)OCO2	-6	4	0	-22	-9	-6	-26	-12	-16	2	-9
O=C1CC(N2CCOCC2)C(=O)N1Cc1ccc(N2CCCC2=O)cc1 (stereo not given)	-5	9	-7	5	-8	1	-1	14	8	-7	3
COc1cccc(NC(=O)N2CCCC2C(=O)NCc2ccc(Cl)cc2)c1 (stereo not given)	-3	-9	8	9	11	8	-7	7	-2	1	-13
COc1ccc(NC(=O)CS(=O)CC(=O)Nc2cccc3cccnc23)cc1 (stereo not given)	-2	12	-2	9	2	-8	19	-5	21	-9	-5
CCOC(=O)c1sc(NC(=S)NC(=O)c2cccc(Cl)c2)c(C(=O)OCC)c1C	6	-6	2	2	12	4	7	7	14	x	0
Cc1nn(Cc2cccc(C(=O)N3N=C(C(F)F)CC3(O)C(F)F)c2)c(C)c1[N+](=O)[O-] (stereo not given)	-9	9	-4	9	3	32	8	1	13	15	-1
COc1ccc(C2/C(=C(/O)c3ccccc3)C(=O)C(=O)N2CCN2CCOCC2)c(OC)c1 (stereo not given)	0	17	-4	3	-7	3	-35	-5	-22	2	5

Part of the list above in order of molar mass, descending:
SMILES	CF NFkB block	KKLEB cytotox	C8 TRAIL sens	TWEAK-Fn14 inh	NCOA1 inh	Shn3 3UTR inh	TROY NFkB inh	SRC3 inh	LRH-1 inv ag	NR2F2 inh	LMP1 NFkB inh
Cc1cc(-c2nc(C)c(-c3nnc(SCC(=O)Nc4cc(Cl)cc(Cl)c4)n3C)s2)no1	6	-10	19	-28	-7	11	18	-3	2	3	10
COc1ccc(C2/C(=C(/O)c3ccccc3)C(=O)C(=O)N2CCN2CCOCC2)c(OC)c1 (stereo not given)	0	17	-4	3	-7	3	-35	-5	-22	2	5
O=C1CC(N2CCOCC2)C(=O)N1Cc1ccc(N2CCCC2=O)cc1 (stereo not given)	-5	9	-7	5	-8	1	-1	14	8	-7	3

Remaining list, next part:
SMILES	CF NFkB block	KKLEB cytotox	C8 TRAIL sens	TWEAK-Fn14 inh	NCOA1 inh	Shn3 3UTR inh	TROY NFkB inh	SRC3 inh	LRH-1 inv ag	NR2F2 inh	LMP1 NFkB inh
CC(=O)N1CCN(C(=O)CC2OC(=O)c3ccccc32)CC1 (stereo not given)	-2	-4	5	-9	-5	6	-44	11	8	-5	8
O=C1CCCN1CCCNC(=S)Nc1ccc(F)c(Cl)c1	8	-4	0	5	-16	3	-2	1	-2	-22	-13
CCCCCOCC1CC(C/C(C)=N/Nc2nc(-c3ccccc3)cs2)C(=O)O1 (stereo not given)	-11	-4	0	-30	-8	-5	1	3	6	0	-13
Cc1cc(C)n2nc(C(=O)Nc3cc(S(=O)(=O)N4CCCCC4)ccc3C)nc2n1	17	1	-2	-12	9	5	1	12	-6	-3	1
CC(=O)Nc1nc(-c2ccc(Cl)cc2)nc(C)c1C(C)=O	1	3	-8	-7	-35	-7	-11	-18	-22	-4	-17
CN(CC1CCCN(CCc2cccc(C(F)(F)F)c2)C1)C(=O)c1ccc2nc[nH]c2c1 (stereo not given)	4	7	6	-15	-3	4	12	-6	2	-8	1
CC(=O)C1=C(O)C(=O)N(c2cccnc2)C1c1cccc([N+](=O)[O-])c1 (stereo not given)	-1	4	2	-11	3	6	-19	6	14	9	-2
Cc1cc(C(=O)N2CCN(S(=O)(=O)c3ccccc3F)CC2)c(C)o1	7	4	-15	-15	-22	-12	-10	4	1	0	-7
Cc1ccccc1NC1=C(Cl)C(=O)OC1OC(=O)c1ccccc1C (stereo not given)	6	-10	1	28	-15	-18	5	12	-8	29	-23
COc1ccccc1OCC(=O)n1cc(C(=O)c2cc(Cl)cc(Cl)c2O)cn1	-4	2	-1	28	-2	-8	22	14	10	11	1
O=C1C(Cc2cccc([N+](=O)[O-])c2)SC(=Nc2ccccc2)N1c1ccccc1 (stereo not given)	-3	-7	-8	19	9	15	1	18	4	7	2
O=C(c1ccc2c(=O)n(Cc3ccccc3Cl)c(=S)[nH]c2c1)N1CCCC1	27	-24	9	16	-8	-2	11	-4	-10	-5	3
Cc1ccccc1OCC(=O)Nc1ccc2[nH]ncc2c1	-2	-3	0	-31	-10	-13	0	2	-8	-2	1
CCOC(=O)N1CCC(NC(=O)c2cc3sccc3n2CC)CC1	-6	6	0	10	-6	5	27	11	24	10	4
COc1cc(/C=C(\C(=O)O)c2ccc(S(=O)(=O)N3CCCC3)s2)ccc1OCCC(C)C	-10	16	-10	-22	-5	1	-22	2	7	1	26
CC1CCC(NC(=O)c2cc(Cl)nc3ccccc23)CC1 (stereo not given)	-10	-10	-4	-3	-33	-21	-8	-39	-7	-4	-10
COc1ccccc1-c1cc(C(F)(F)F)nc(N2CCCCC2)n1	6	-5	0	-6	4	-13	4	10	-19	-1	-8
COc1cccc(C(=O)CC(C#N)c2ccc(F)cc2)c1 (stereo not given)	12	-5	8	9	4	-5	1	6	4	x	3
CCc1ccc(OCC(=O)Nc2ccc(N3CCN(S(C)(=O)=O)CC3)cc2)cc1	-26	6	-4	-19	-16	-30	-8	14	-12	0	-7
CC(=O)Nc1c(O)nc(SC/C=C/CSc2nc(O)c(NC(C)=O)c(=O)[nH]2)[nH]c1=O	-8	-25	-2	14	10	-3	-23	-4	6	7	4
CC(=O)c1cccc(NC(=O)CN2C(=O)COc3ccc(S(=O)(=O)N4CCOCC4)cc32)c1	-10	13	-18	17	-50	-42	8	9	-19	-3	-4
CCOc1ccc(C(=O)N2CCN(c3cccc(Cl)c3)CC2)cc1	-2	7	0	-8	-27	-25	-26	6	-10	-18	-7
CS(=O)(=O)c1ccc(C(=O)NC2CCOC2=O)cc1 (stereo not given)	1	5	-6	7	-2	-19	6	14	2	2	4
Cc1ccc(C(=O)CCC(=O)NC2=NCCS2)cc1	-6	10	-3	0	1	-9	8	4	-20	5	6
CC1=C(C(=O)N2CCOCC2)CC(CC(=O)NCc2ccco2)C(=O)N1Cc1ccc(C(C)(C)C)cc1 (stereo not given)	0	10	-13	3	-15	10	-7	3	-2	4	-9
COc1cccc(-n2c(=O)n(Cc3ccccc3)c(=O)c3[nH]cnc32)c1C	21	-2	8	2	-19	-5	13	16	-16	-20	-2
Nc1cc(C(=O)OCC(=O)N2CCCC2)ccc1Cl	-4	6	-5	-15	-53	-24	-25	-29	-50	-8	-2
O=C1OCCN1C(=O)[C@H]1[C@H](c2ccc([N+](=O)[O-])cc2)C(c2ccccc2)=NN1c1ccc(Br)cc1	-16	-9	22	16	-5	-9	-2	2	4	-4	34
COc1ccc(NS(=O)(=O)c2cc(NC(=O)CNC(=O)c3ccc(C)s3)ccc2Cl)cc1	-71	16	1	-1	-39	77	0	18	-18	-22	2
CC(=O)N=C1C=CC(=CN(O)C(C)(C)Cc2ccccc2)C=C1	12	-14	-15	18	-3	23	-19	3	17	-1	2
CC(=O)c1c(C)[nH]c(C(=O)NCCc2cccc(C)c2)c1C	-8	3	22	-10	-72	-35	-20	-83	-48	-3	-29
COc1cccc(NC(=O)N2CCC(n3nnc4ccccc43)CC2)c1	-5	1	-1	-7	-13	11	2	-4	6	2	-3
